OX1R antag = OX1R (human) antagonism; O43613; hit rate 1.8% among 330,000; OX1R-expressing cells, FRET antagonist read-out; inhibition, % at 6.6 µM; in the data active = inhibition mostly above about 38%, no sharp cut-off; inactive = mostly below about 40%;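 also: 0% = agonist challenge alone and 100% = reference antagonist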
KCNQ2 block = KCNQ2 potassium channel inhibitors, primary screen, cell-based, CHO-K1, FluxOR thallium flux, B-score (AID 2156) | 20 min; hits give low values | O88943 | hit rate 1.1% among 310,000 | B-score at 10 µM;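 active = fluorescence ratio B-score at most minus 3 library SDs, with starting brightness B-score within 2 library SDs, cut at about -5.5 in these data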
Target sequence (O88943 whole entry, looked up): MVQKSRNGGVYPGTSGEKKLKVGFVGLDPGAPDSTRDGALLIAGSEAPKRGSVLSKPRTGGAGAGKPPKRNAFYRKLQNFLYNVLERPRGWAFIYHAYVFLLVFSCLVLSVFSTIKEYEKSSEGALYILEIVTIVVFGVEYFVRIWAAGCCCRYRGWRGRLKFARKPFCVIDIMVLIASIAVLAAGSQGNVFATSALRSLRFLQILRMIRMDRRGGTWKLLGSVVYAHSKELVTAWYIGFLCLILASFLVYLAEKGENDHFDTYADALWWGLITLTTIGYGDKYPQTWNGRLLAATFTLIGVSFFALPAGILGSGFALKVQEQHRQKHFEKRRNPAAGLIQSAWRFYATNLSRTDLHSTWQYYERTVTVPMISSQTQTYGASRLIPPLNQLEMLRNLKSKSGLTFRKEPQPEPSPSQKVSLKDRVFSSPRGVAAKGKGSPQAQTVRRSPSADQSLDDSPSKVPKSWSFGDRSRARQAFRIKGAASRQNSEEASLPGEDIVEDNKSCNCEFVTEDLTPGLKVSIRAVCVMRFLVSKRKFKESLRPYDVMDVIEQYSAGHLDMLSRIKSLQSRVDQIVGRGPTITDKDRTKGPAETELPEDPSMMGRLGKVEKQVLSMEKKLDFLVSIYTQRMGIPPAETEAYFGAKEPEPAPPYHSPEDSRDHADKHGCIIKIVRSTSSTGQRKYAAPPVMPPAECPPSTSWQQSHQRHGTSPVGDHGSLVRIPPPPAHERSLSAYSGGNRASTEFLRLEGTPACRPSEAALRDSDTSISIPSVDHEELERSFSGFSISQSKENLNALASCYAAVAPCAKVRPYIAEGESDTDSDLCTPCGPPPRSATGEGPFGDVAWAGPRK
STK33 kinase inh = inhibitors of human STK33 kinase; AID 2661; hit rate 0.073% among 320,000; purified STK33, MBP phosphorylation, ADP-Glo luminescence; Q9BYT3; inhibition, % at 10 µM;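 active = inhibition at or above 25%, using the most active replicate where run in duplicate; inactive = inhibition below 25%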
* = called active by the depositor; i = inactive; · = no result given; & = joins results of further samples.

mol	OX1R antag	KCNQ2 block	STK33 kinase inh
CC(C(=O)Nc1ccc(Cl)cc1Cl)N1CC=C(c2ccccc2)CC1 (stereo unspecified)	4	i	0.4
Cc1ccc2c(CN3CC=C(c4ccccc4)CC3)cc(=O)oc2c1C	12	i	-2.1
Cc1cccc(-n2c(C)nc3ccc(Cl)cc3c2=O)c1	-3	i	-1.8
Cc1ccc2c(c1)C1CN(C)CCC1N2C(=O)/C(C#N)=C/c1ccc2c(c1)OCO2 (stereo unspecified)	12	i	-1.4
N#CC(C#N)=Cc1ccc(O)c(O)c1	9	·	-0.5
O=C(NCc1ccc(C(=O)N2CCC3(CC2)OCCO3)cc1)c1ccc2c(c1)OCO2	8	i	-1.0
Cc1cccc(C)c1OC(=O)Cc1ccccc1	12	i	-0.1
CCN1CCN(CC(c2ccccc2)c2ccccc2)CC1	13	i	-1.5
COc1ccc(C2CN(C)CC2C(=O)c2ccc(F)cc2)cc1Cl (stereo unspecified)	29	i	-1.1
O=C(CN1CC(c2ccccc2)CC1=O)Nc1cccc(F)c1 (stereo unspecified)	16	i	-0.2
CCCNC(=O)N1C2CCC1CC(O)(c1cccnc1)C2 (stereo unspecified)	7	i	0.3
O=c1c2ccccc2nc(-c2ccccc2)n1-c1ccccc1	10	i	-0.2
C=CCN1C[C@@H](C)N(C(c2ccc(C(=O)N(CC)CC)cc2)c2cccc(OC)c2)C[C@@H]1C (stereo partly specified)	11	·	-1.1
S=C1NC2(CCCCC2)NC12CCCCC2	0	i	-0.5
COc1ccc(OC)c(CN2CCN(C(=O)Cc3ccccc3)CC2)c1	-2	i	2.6
COC(=O)C1=C(c2ccc(Cl)c(C(F)(F)F)c2)C[C@@H]2CC[C@H]1N2C(=O)NCc1cc(C)oc1C(F)(F)F	3	·	-1.8
Cn1cc(C(=O)OCC(=O)Nc2ccccc2)c2ccccc21	13	·	0.2
COC(=O)C1=C(c2cccc(Cl)c2)C[C@@H]2CC[C@H]1N2C(=O)NCC1CC1	12	·	-0.9
N#CC1(c2ccccc2)CCN(C2CC(=O)N(c3cccc(F)c3)C2=O)CC1 (stereo unspecified)	14	i	-0.2
CCOP(=O)(OCC)C(O)c1ccc(N(C)C)cc1 (stereo unspecified)	7	i	-1.1
CCOc1ccccc1OCC(=O)Nc1ccc(Cl)cc1C(=O)c1ccccc1	11	i	-0.8
Cc1ccc(-n2c(O)c(C=NC3CCCCC3N)c(=O)[nH]c2=O)cc1C (stereo unspecified)	7	i	-1.0
O=c1[nH]c(=O)n(Cc2ccccc2)c(O)c1/C=C1\C=Nc2ccccc21	19	i	0.3
O=C(O)c1ccc(N=Cc2c(O)n(Cc3ccc(F)cc3)c(=O)[nH]c2=O)cc1	2	i	1.2
CC(=O)Nc1ccccc1C(=O)OCc1ccc(C(=O)c2ccccc2)cc1	20	-6.5*	-1.4
Cc1cc(Br)ccc1N1C(=O)CC(=O)NC1=O	12	i	-0.6
Nc1ccc2c(c1)oc1ccccc12	9	i	-1.4
COc1cc(CN2CCCC(C(=O)c3sccc3C)C2)cc(Cl)c1O (stereo unspecified)	6	i	-1.1
N#Cc1c(/N=C/C2C(=O)NC(=S)NC2=O)sc2c1CCCC2	13	i	4.6
O=c1[nH]c(O)c(/C=C2\C=NN=C2c2ccccc2)c(=O)[nH]1	13	i	-0.4

The list goes on, starting with the last 3 of the part before.
mol	OX1R antag	KCNQ2 block	STK33 kinase inh
COc1cc(CN2CCCC(C(=O)c3sccc3C)C2)cc(Cl)c1O (stereo unspecified)	6	i	-1.1
N#Cc1c(/N=C/C2C(=O)NC(=S)NC2=O)sc2c1CCCC2	13	i	4.6
O=c1[nH]c(O)c(/C=C2\C=NN=C2c2ccccc2)c(=O)[nH]1	13	i	-0.4
CCCC[N+]1(C)[C@@H]2CC(OC(=O)[C@H](CO)c3ccccc3)C[C@H]1[C@@H]1O[C@@H]12 (stereo partly specified)	7	i	0.1
Cc1cc(Oc2ccc(C(F)(F)F)cc2[N+](=O)[O-])c2c3c(c(=O)oc2c1)CCCC3	6	i	·
COc1cc(CC2(CCc3ccncc3)C(=O)NC(=O)NC2=O)cc(OC)c1OC	10	i	-0.7
COc1ccc(-n2nc(C(=O)NCC(=O)N3CCC4(CC3)OCCO4)c3ccccc3c2=O)c(OC)c1	15	i	0.4
CN1C(=O)c2ccccc2NC(=O)C1Cc1ccccc1 (stereo unspecified)	5	i	3.5
CC(=O)N1N=C2C3CCN(CC3)C2C1c1ccc(C)cc1 (stereo unspecified)	6	i	-0.9
CCCCCCC[n+]1ccc(-c2cc[n+](CCCCCCC)cc2)cc1	140*	i	-0.9
C=CCN1CC[C@]23c4c5ccc(O)c4OC2C(=O)CC[C@@]3(O)C1C5 (stereo partly specified)	14	i	-0.9
CCOc1ccc2nc(N=Nc3c(O)[nH]c(=O)[nH]c3=O)sc2c1	28	i	-1.3
O=C(CN1CC(c2ccccc2)CC1=O)NCc1ccc(F)cc1 (stereo unspecified)	16	i	-0.2
COc1cc(O)cc2c1C(=O)O[C@@H](C)CCCC(=O)CCCCC2	10	i	0.4
COC(=O)C1=C(c2ccc(Cl)c(C(F)(F)F)c2)C[C@@H]2CC[C@H]1N2C	2	·	-0.1
O=[N+]([O-])c1ccccc1CNCCc1ccc(F)cc1	11	i	1.2
Oc1ccc(Cl)c(Cl)c1	3	·	1.9
Cc1cc(O)c2c(c1)C(=O)C13C(=C2O)C(=O)[C@H]2[C@@H](O)[C@@H]1[C@H]1[C@H](O)[C@@H]3C(=O)C3=C(O)c4c(O)cc(C)cc4C(=O)C312 (stereo partly specified)	17	·	-1.8
N=C1c2ccccc2CN1c1cccc([N+](=O)[O-])c1	25	i	-0.6
Cc1cc(C(=O)CN2CCCC2)c(C)n1-c1ccc(F)cc1	12	i	-0.1
O=C1NC(=S)N(c2ccccc2)C(=O)C1C(c1ccncc1)C1C(=O)NC(=S)N(c2ccccc2)C1=O (stereo unspecified)	3	i	-0.5
O=[N+]([O-])/C=C1\NCCN1Cc1ccc(Cl)nc1	-4&10	i	0.1&0.8
Cc1ccccc1-n1c(C)nc2sccc2c1=O	16	i	0.6
COc1ccc(N2C(=O)NC(=O)/C(=C\c3ccc([N+](=O)[O-])s3)C2=O)cc1	59	i	-0.4
O=C(c1cc(-c2ccncc2)nc2ccccc12)N1CCC2(CC1)OCCO2	7	i	-0.4
CCOc1ccccc1CN1CCCC(C(=O)c2cc(F)ccc2F)C1 (stereo unspecified)	14	i	0.2
CN1CCN(c2c(F)cc([N+](=O)[O-])c(N)c2Br)CC1	52*	i	-1.7
O=C(c1cc(-c2cccnc2)nc2ccccc12)N1CCC2(CC1)OCCO2	4	i	-1.8
CCOC(=O)C(O)(c1ccc(N)c(OC)c1)C(F)(F)F (stereo unspecified)	8	i	-0.6
COc1ccc(-n2c(O)c(C(C)=NCc3ccco3)c(=O)[nH]c2=O)cc1	-1	i	-2.0
COC(=O)CC1(CC(=O)OC)C(=O)NC(=O)NC1=O	13	i	-0.9
Cc1n[nH]c(C)c1CCN	10	i	-1.9
CCOP(=O)(OCC)C(CC)N1CCOCC1 (stereo unspecified)	20	i	-2.7

Reprinted from the part before: six entries, followed by the next part.
mol	OX1R antag	KCNQ2 block	STK33 kinase inh
O=C(c1cc(-c2cccnc2)nc2ccccc12)N1CCC2(CC1)OCCO2	4	i	-1.8
CCOC(=O)C(O)(c1ccc(N)c(OC)c1)C(F)(F)F (stereo unspecified)	8	i	-0.6
COc1ccc(-n2c(O)c(C(C)=NCc3ccco3)c(=O)[nH]c2=O)cc1	-1	i	-2.0
COC(=O)CC1(CC(=O)OC)C(=O)NC(=O)NC1=O	13	i	-0.9
Cc1n[nH]c(C)c1CCN	10	i	-1.9
CCOP(=O)(OCC)C(CC)N1CCOCC1 (stereo unspecified)	20	i	-2.7
Clc1cccc(Cl)c1CN1CCN(c2ccccc2)CC1	2	i	-0.8
CCC(=O)Nc1ccccc1	11	i	-1.8
Fc1ccc(NC2=NCCS2)cc1Cl	2	i	1.3
COc1ccc(S(=O)(=O)Cc2ccc(C(=O)N3CCC4(CC3)OCCO4)o2)cc1	6	i	-0.4
Cc1cc(O)c2c(C)c(CC(=O)N3C[C@H]4C[C@@H](C3)c3cccc(=O)n3C4)c(=O)oc2c1	6	i	4.3
O=C(O)c1cccc2c1NC(C(=O)O)C1CC(Sc3ccccc3[N+](=O)[O-])C(Cl)C21 (stereo unspecified)	4	·	2.5
CCOc1ccc(N=Cc2c(O)n(-c3cc(C)cc(C)c3)c(=O)[nH]c2=O)cc1	9	i	1.6
C[C@]12CCC3[C@@H](CC[C@H]4C[C@@H](O)CC[C@]34C)C1CCC2=O (stereo partly specified)	0	i	-1.0
CCC(=O)c1ccc(OCC(=O)N2CCN(CC(=O)Nc3ccc(C)cc3)CC2)cc1	1	·	-1.7
O=C1NC(=O)N(c2ccccc2)C(=O)/C1=C\c1ccccc1[N+](=O)[O-]	12	i	-1.2
O=c1[nH]c2ccccc2c(=O)n1-c1ccc(Cl)cc1Cl	8	i	0.1
CCCCC(=O)N/N=C/c1c(O)n(CCC2=CCCCC2)c(=O)[nH]c1=O	6	i	-0.7
COc1cc(CN2CCN(C(=O)Cc3ccccc3)CC2)cc(OC)c1OC	17	i	-2.2
C[C@]12CCC3C(CC[C@H]4C[C@@H](O)CC[C@]34C)C1CC[C@@H]2N (stereo partly specified)	8	·	-2.0
C[N+]12CCC(CC1)C(C(O)(c1ccccc1)c1cccs1)C2 (stereo unspecified)	5	i	-0.5
CCCCn1c(NS(=O)(=O)c2ccc(C)cc2)c(C(=O)OCC)c2nc3ccccc3nc21	10	i	0.5
COc1ccc(CCNC(C)CCc2ccc(OC)cc2)cc1 (stereo unspecified)	-4	i	-1.6
CCOC(=O)C(NC(=O)CC)(Nc1ccc(C(O)(C(=O)OCC)C(F)(F)F)cc1C)C(F)(F)F (stereo unspecified)	31	i	-2.2
O=C(C[N+]12CCN(CC1)CC2)NCCc1ccc(Cl)cc1Cl	12	i	-1.5
Cc1ccc(-n2c(O)c(C=Nc3ccc(S(=O)(=O)N(C)C)cc3)c(=O)[nH]c2=O)cc1	4	i	-4.1
O=P(CN1CCN(c2ccccc2)CC1)(N1CCCCC1)N1CCCCC1	7	i	0.3
Nc1c(Br)cc([N+](=O)[O-])cc1[N+](=O)[O-]	36*	·	-0.3
Cc1cc(OC(=O)CCCNC(=O)OC(C)(C)C)c2c3c(c(=O)oc2c1)CCC3	1	i	0.1
Cc1sc2ncn(CC(=O)NCC(=O)N3CCC4(CC3)OCCO4)c(=O)c2c1C	4	i	-1.6
Cc1cc(OCC(=O)NCC(O)c2ccccc2)c2c3c(c(=O)oc2c1)CCCC3 (stereo unspecified)	16	i	-1.2
O/N=C1/C(=C\c2ccccc2)N2CCC1CC2	23	i	-1.6
CCCCn1c(=O)c(C(=O)NCc2ccccc2OC)c(O)c2ccccc21	5	-6.2*	-2.4
CCC(CC)C1C(C#N)=C(N)Oc2c1c(=O)oc1ccccc21 (stereo unspecified)	32	i	-0.1
Cc1ccc(CN2CCCN(Cc3ccc(C)cc3)S2(=O)=O)cc1	14	i	-0.4
Cc1cc(Br)c(NC(=O)CN2CC=C(c3ccccc3)CC2)c(Br)c1	32	i	-0.5

Next entries:
mol	OX1R antag	KCNQ2 block	STK33 kinase inh
CCCCn1c(O)c(C(CC)=NCCCn2ccnc2)c(=O)[nH]c1=O	5	i	-0.4
Cc1ccccc1NS(=O)(=O)c1ccc(OCC(=O)N2CCN(C)CC2)cc1	23	i	-1.7
CCCNc1nc(OC)nc(N2CC3CC(C2)c2cccc(=O)n2C3)n1 (stereo unspecified)	9	i	-0.6
CCc1c(C)nc(N)nc1N1N=C1SC	13	i	-0.7
CCC(CO)(C(=O)OC1C[N+]2(C)CCC1CC2)c1ccccc1 (stereo unspecified)	10	i	0.5
CCCN1CCCC(C(=O)c2cc(C)c(OC)c(C)c2)C1 (stereo unspecified)	7	i	-0.7
CC(C)(C)n1cc(C(=O)c2ccccc2)cc1-c1ccccc1	-3	i	-0.6
CCCNC(=O)N1[C@H]2CC[C@@H]1C(C(=O)OC)=C(c1ccc(OC(F)(F)F)cc1)C2	1	·	-1.3
CC(C(O)c1ccccc1)N(C)CCn1cnc2c1c(=O)n(C)c(=O)n2C (stereo unspecified)	8	i	-0.2
Cc1ccc(OP(=O)(NCc2ccccc2)Oc2ccc(C)cc2)cc1	5	i	0.8
C/C=C1\CN2[C@H]3C[C@@]45c6ccccc6N(C)[C@H]4[C@@H]2CC1C3[C@H]5O (stereo partly specified)	7	i	-0.6
O=c1[nH]c(=O)n(Cc2ccccc2Cl)c(O)c1/C=C1/C=CC=N1	11	i	1.2
Cc1ccc(Cn2cc(C=O)c3ccccc32)cc1	9	i	-1.5
CN1C(=O)C(c2ccc([N+](=O)[O-])cc2[N+](=O)[O-])C(=O)N(C)C1=O	44*	i	0.6

Bioassay records from PubChem.

An excerpt; count on the stated rates, not on these rows.
